High-throughput results as filed in PubChem.
GPT2 inhibitor: blocks human glutamate pyruvate transaminase 2; Q8TD30; Recombinant GPT2, coupled pyruvate oxidase/HRP Amplex Red fluorescence; Potency, µM (top dose mostly 57.7 µM), for the others: at the top dose activity change, negative = inhibition, hits mostly inhibitors; 100,000 compounds, 0.25% hits; AID 1671188; note: potency is the fitted concentration of half-maximal effect; nearly all actives have a fitted effect of over 60% in size; many of its hits are not listed in these tables
Target sequence (Q8TD30 whole entry, looked up): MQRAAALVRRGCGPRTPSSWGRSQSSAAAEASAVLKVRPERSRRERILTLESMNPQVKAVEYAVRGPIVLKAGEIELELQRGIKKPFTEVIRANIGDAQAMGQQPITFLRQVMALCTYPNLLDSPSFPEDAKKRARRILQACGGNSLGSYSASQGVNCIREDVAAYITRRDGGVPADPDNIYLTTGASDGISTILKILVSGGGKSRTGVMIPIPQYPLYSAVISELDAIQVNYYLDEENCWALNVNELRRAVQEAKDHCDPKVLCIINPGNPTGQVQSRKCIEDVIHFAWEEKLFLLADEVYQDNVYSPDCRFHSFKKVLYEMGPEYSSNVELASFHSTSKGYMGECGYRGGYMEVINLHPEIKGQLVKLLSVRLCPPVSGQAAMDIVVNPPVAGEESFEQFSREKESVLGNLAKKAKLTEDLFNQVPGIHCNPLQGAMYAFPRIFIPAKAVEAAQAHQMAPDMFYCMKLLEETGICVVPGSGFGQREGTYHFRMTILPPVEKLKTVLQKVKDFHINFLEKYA
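Recombinant GPT2 (10ng/uL) with 250uM a-KG and 2mM L-alanine, 30 min at room temperature, in HEPES pH 7.5 buffer. Pyruvate detected by pyruvate oxidase/HRP/Amplex Red fluorescence after 30 min in the dark; AOA (50uM) as positive control.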
IP6K1 inh: IP6K1 kinase inhibition; IP6K1 kinase, ADP-Glo luminescence, 2 h; stronger effect = lower value; activity change, % (series mostly up to about 58 µM); Q92551; 140,000 compounds, 0.81% hits; in the data active = activity change below about -25%
Target sequence (Q92551 whole entry, looked up): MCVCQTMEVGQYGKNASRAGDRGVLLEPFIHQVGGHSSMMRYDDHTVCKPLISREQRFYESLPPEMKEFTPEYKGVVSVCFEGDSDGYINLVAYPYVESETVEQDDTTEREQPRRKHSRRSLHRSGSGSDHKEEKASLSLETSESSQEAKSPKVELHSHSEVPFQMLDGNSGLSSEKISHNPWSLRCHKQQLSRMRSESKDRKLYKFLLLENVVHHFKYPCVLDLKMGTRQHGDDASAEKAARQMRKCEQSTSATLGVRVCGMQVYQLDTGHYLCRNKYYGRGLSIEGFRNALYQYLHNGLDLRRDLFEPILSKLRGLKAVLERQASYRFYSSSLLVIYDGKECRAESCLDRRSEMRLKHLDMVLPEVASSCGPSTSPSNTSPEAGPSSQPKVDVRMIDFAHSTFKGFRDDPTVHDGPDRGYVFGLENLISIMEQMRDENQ
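ADP-Glo luminescence measures ADP made by human IP6K1 during a 2 h RT reaction with ATP/IP6 (mix at 1.3 mM/130 uM); top library doses 57.5 and 19.1 uM final.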
HEK cytotox: kills HEK 293 cells. Potency, µM (doses to about 115 µM), inactives show at the top dose activity change, negative = cytotoxicity, usual class: inhibitors. 94,000 compounds, 6.6% hits. HEK 293 viability, ATP luminescence (CellTiter-Glo), 48-72 h; note: potency is the fitted concentration of half-maximal effect; nearly all actives have a fitted effect of over 60% in size
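qHTS cytotoxicity; HEK 293, 250 cells/well; compound pinned; 48 or 72 hr, 37 degree Celsius, 5% CO2, 95% humidity; CellTiter-Glo, 10 min RT; luminescence (ATP).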
Luciferase inh: inhibitors of firefly (Photinus pyralis) luciferase; Potency, µM (doses to about 115 µM), without a hit: at the highest dose activity change, negative = inhibition, actives largely listed as inhibitors; 76,000 compounds, 2.5% hits; P08659; AID 1347043; purified P. pyralis luciferase, luminescence, biochemical; note: potency is the fitted concentration of half-maximal effect; nearly all actives have a fitted effect of over 65% in size
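Biochemical qHTS: compound (6-point titration) added to 10uM D-luciferin plus 10uM ATP in Tris acetate pH 7.5 buffer with Mg, Tween-20 and BSA, then purified enzyme at 10nM; light output imaged.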
SNCA expr inhib: SNCA gene expression inhibition | HEK-293 SNCA-luciferase knock-in, luminescence, 24 h | Potency, µM (doses to about 57.2 µM), inactives show at the highest dose activity change, negative = inhibition, actives largely listed as inhibitors | 140,000 compounds, 0.17% hits | AID 1671194;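 note: potency is the fitted concentration of half-maximal effect; plate controls were DMSO cells for no effect and cell-free wells for full effect; nearly all actives have a fitted effect of over 45% in size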
NIH3T3 tox: NIH 3T3 cell cytotoxicity. 94,000 compounds, 4.3% hits. NIH 3T3 viability, CellTiter-Glo ATP luminescence, 48-72 h. Potency, µM (highest dose often 96.7 µM), for the others: at the highest dose activity change, negative = cytotoxicity, hits mostly inhibitors. AID 1345082; note: potency is the fitted concentration of half-maximal effect; nearly all actives have a fitted effect of over 55% in size
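Luminescent ATP readout (CellTiter-Glo, 10 min RT) after 48 or 72 hr compound exposure of NIH 3T3 cells seeded at 400 cells/well in 1536-well format; quantitative HTS.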
HEK293 viab: counter-screen for SNCA expression inhibitors: cell viability; HEK-293-SNCA-luc viability, GF-AFC fluorescence, 24 h; Potency, µM (doses to about 57.1 µM), for inactives: at the highest dose activity change, negative = cytotoxicity, usual class: cytotoxic; 150,000 compounds, 0.12% hits;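 note: potency is the fitted concentration of half-maximal effect; 0% = DMSO-treated cells and -100% = medium-only wells without cells; nearly all actives have a fitted effect of over 30% in size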
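Cytotoxicity counterscreen: after 24 h compound treatment of genome-edited SNCA-luciferase HEK-293 cells, live-cell protease substrate GF-AFC read by fluorescence after 30 min; activity scaled between DMSO (0%) and medium-only (-100%), curves Hill-fitted.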
Starred values were filed as active, the others as inactive; i = inactive; ? = inconclusive; . = not tested or not shown; [ ] = another dose, or the depositor's remark. Unless noted, calls come from the whole dose curve; as a rule, active = well fitted curve in the direction sought with a large enough effect; inconclusive = small, poorly fitted or top-dose-only effect, or another doubt; inactive = no such curve, though single readings can be large; an effect the other way counts as inactive or inconclusive. Unless noted, % is set by controls: 0 for no effect and ±100 for the full control effect.

#1 CCCOc1cc(C)c2c(c1C)C[C@H](C(C)C(=O)N1CCN(CC(=O)O)CC1)CC2 (stereo not given in full)
#2 CCOCCN1C(=O)COC[C@@H]1[C@H](O)c1ccc(NC(=O)c2cnccn2)cc1
#3 CCC(=O)N1CCc2cc(S(=O)(=O)CCC(=O)NCc3ccc(OC)cc3)ccc21
#4 COc1ccc(C2=NOC3(CCN(C(=O)c4ccc5c(c4)OCO5)C3)C2)cc1 (stereo not given)
#5 COc1ccc(NC(=O)CC2C(=O)N(c3cccc(C)c3)C(=O)N2C2CCCCC2)cc1 (stereo not given)

compound no.	1	2	3	4	5
GPT2 inhibitor	1%[88.5 µM]	-3%[88.5 µM]	.	i	.
IP6K1 inh	-12	1	13	19	-6
HEK cytotox	?	-7%[172 µM]	.	?	.
Luciferase inh	3%[172 µM]	-7%[172 µM]	.	-11%	.
SNCA expr inhib	-28%[87.6 µM]	4%[87.6 µM]	9%	24%	-2%
NIH3T3 tox	?	-12%[138 µM]	.	?	.
HEK293 viab	1%[87.6 µM]	7%[87.6 µM]	-7%	-4%	?

#6 Cc1ccc2c(C(=O)N3CCCCCC3)cc(NC(=O)C3CCC3)cc2n1
#7 Nc1c(-c2nc(-c3ccccc3Cl)no2)nnn1-c1ccccc1C(F)(F)F
#8 CCCSc1ncc(Cl)c(C(=O)Nc2ccc(CC)cc2)n1
#9 COc1ccc2nc(CO[C@H]3CN(Cc4cnn(C)c4)C[C@H]3F)[nH]c2c1
#10 COc1cccc(S(=O)(=O)N2C[C@@H](F)C[C@H]2C(=O)N2CCCCC2)c1

compound no.	6	7	8	9	10
GPT2 inhibitor	i	.	.	i	i
IP6K1 inh	4	14	0	-10	2
HEK cytotox	1%	.	.	2%[172 µM]	9%
Luciferase inh	-15%	.	.	5%[172 µM]	-2%
SNCA expr inhib	16%	93%[activator]	-4%	1%[87.6 µM]	-17%
NIH3T3 tox	?	.	.	4%[138 µM]	5%
HEK293 viab	5%	17%	-3%	-9%[87.6 µM]	12%

#11 C[C@@H](NCCc1ccc(O)cc1)[C@@H](O)c1ccc(O)cc1
#12 CNC(=O)[C@@H]1CN(C(=O)Cc2c(F)cccc2Cl)C[C@H]1COC
#13 Cc1ccc(NC(=O)N2CCC(Oc3ncccc3C(=O)N3CCOCC3)C2)cc1F (stereo not given)
#14 CCCc1nc(C(=O)N2CCC3(CCCNC3)C2)cs1 (stereo not given)
#15 COCCN(C)C[C@@H]1CN(C(=O)Cc2ccc3c(c2)OCO3)C[C@@H]1CO

compound no.	11	12	13	14	15
GPT2 inhibitor	4%	-8%	i	-2%	i
IP6K1 inh	.	5	-2	4	-11
HEK cytotox	.	i	-24%	-5%	?
Luciferase inh	.	-1%	-1%	?	-4%
SNCA expr inhib	-2%	-22%	35%[activator]	43%[activator]	-9%
NIH3T3 tox	.	i	-10%	-1%	-1%
HEK293 viab	3%	4%	6%	-25%	1%

#16 COc1cc(OC)c(NC(=O)c2cc(CN3CCOCC3)on2)cc1Cl
#17 O=C1NCCCCCCN(C(=O)c2cc3ccccc3[nH]2)[C@H]2CCC[C@@H]12
#18 O=C(CN1CC2CC(C1)[C@H]1CCCC(=O)N1C2)NCc1cccc(C(F)(F)F)c1 (stereo not given in full)
#19 Cc1ccc(-c2noc(-c3ccccc3NC(=O)C3CC(=O)N(c4ccccc4C)C3)n2)cc1 (stereo not given)
#20 CCOC(=O)c1cc2c(=O)n3ccccc3nc2n(C)c1=NC(=O)c1cc2ccccc2o1

compound no.	16	17	18	19	20
GPT2 inhibitor	.	i	-10%	.	.
IP6K1 inh	2	-5	12	35	-16
HEK cytotox	.	?	5%	.	.
Luciferase inh	.	-18%	4%	.	.
SNCA expr inhib	3%	-10%	7%	34%[activator]	1%
NIH3T3 tox	.	?	i	.	.
HEK293 viab	3%	-28%	0%	6%	?

#21 c1ccc(CCc2nc3nccc(-c4ccsc4)n3n2)cc1
#22 Cn1ncc(N2CCCC(CC(=O)Nc3cccc(Cl)c3)C2)cc1=O (stereo not given)
#23 O=C(NCc1ccccc1)Nc1cccn2ncnc12
#24 CCc1ccc(NC(=O)CSc2nc3c(sc4ccccc43)c(=O)n2CCN(CC)CC)cc1
#25 COc1ccc(-n2cc(C(=O)OCc3ccc(Cl)cc3)c3ccccc3c2=O)cc1

compound no.	21	22	23	24	25
GPT2 inhibitor	-17%	i	i	.	.
IP6K1 inh	-2	9	15	6	13
HEK cytotox	?	?	-19%	.	.
Luciferase inh	-8%	-16%	-33%	.	.
SNCA expr inhib	61%[activator]	6%	35%	-7%	2%
NIH3T3 tox	-30%	?	-16%	.	.
HEK293 viab	1%	9%	1%	3%	5%

#26 CCOC(=O)Nc1cc(-c2ccc(C)c(NS(C)(=O)=O)c2)nn2c(C)nnc12
#27 COc1ccccc1-c1cccc(CN2CCCC(C(=O)NCc3ccc4c(c3)OCO4)C2)c1 (stereo not given)
#28 Cc1noc(C)c1CCC(=O)NCc1cc2n(n1)CCN(C(=O)N(C)C)C2
#29 CC(=O)NC1(C)CCCN(Cc2cc(Br)cs2)C1 (stereo not given)
#30 C[C@@H]1C(=O)O[C@H]2[C@H]1CC[C@@]1(C)Cc3sc(NS(=O)(=O)c4ccc(F)cc4F)nc3[C@@H](C)[C@H]21

compound no.	26	27	28	29	30
GPT2 inhibitor	i	4%	?	i	0%
IP6K1 inh	-7	-10	2	-1	13
HEK cytotox	.	35µM*	i	?	-4%
Luciferase inh	.	.	14%	7%[172 µM]	5%
SNCA expr inhib	.	?	17%	-8%[87.6 µM]	?
NIH3T3 tox	.	?	-2%	?	?
HEK293 viab	-11%	-10%	4%	10%[87.6 µM]	5%

#31 Cc1ccccc1N1CC(C(=O)Nc2ccc(Br)cc2)CC1=O (stereo not given)
#32 CC(C)CN1C(=O)COC[C@@H]1[C@H](O)c1ccc(NC(=O)c2cccnc2)cc1
#33 Cc1ccc(NC2=N[C@H]3[C@@H](O)[C@H](O)C[C@H](C(=O)N4CCC(C(N)=O)CC4)[C@H]3S2)cc1
#34 C=CC(C)(O)CC[C@H]1C(=C)CCC2[C@](C)(C(=O)O)CCC[C@@]21C (stereo not given in full)
#35 O=C(Cn1c(=O)oc2ccccc21)NCC1Cn2cccc2C(=O)N1Cc1cccnc1 (stereo not given)

compound no.	31	32	33	34	35
GPT2 inhibitor	.	-7%[88.5 µM]	i	i	-15%
IP6K1 inh	1	5	-2	10	-10
HEK cytotox	.	i	-4%[172 µM]	.	-9%
Luciferase inh	.	8%[172 µM]	50µM*	.	-7%
SNCA expr inhib	-23%	-6%[87.6 µM]	28%[87.6 µM]	.	17%
NIH3T3 tox	.	-7%[138 µM]	1%[174 µM]	.	-3%
HEK293 viab	-2%	5%[87.6 µM]	9%[87.6 µM]	-6%	-1%

#36 O=C(NCc1cccs1)c1ccc2nnc(-c3cc(C(F)(F)F)cc(C(F)(F)F)c3)n2c1
#37 CCCCOC(=O)c1ccc(O)cc1
#38 Cc1ccc(OCCC2CCN(C(=O)CCn3nc(C)cc3C)C2)cc1 (stereo not given)
#39 C=CCNC(=O)[C@@H]1C[C@@H](O)CN1C1CCN(C(=O)c2cccc(OC)c2)CC1
#40 CN1CCN(c2nc3c(c(=O)[nH]2)CCN(Cc2ccccc2Cl)CC3)CC1

compound no.	36	37	38	39	40
GPT2 inhibitor	i	i	i	-15%	i
IP6K1 inh	-2	-13	11	6	1
HEK cytotox	?	.	50µM*	i	-2%
Luciferase inh	.	.	-13%	8%	1%
SNCA expr inhib	-23%	-2%[25.6 µM]	6%	10%	13%
NIH3T3 tox	?	.	?	i	1%
HEK293 viab	-23%	-31%[23.9 µM]	-2%	-1%	-1%

#41 COc1ccc(CC(=O)N2[C@@H]3CC[C@H]2CC(NC(=O)c2cnc(C)cn2)C3)cc1 (stereo not given in full)
#42 CCOc1ccc(C(=O)N2C[C@@H](COC)[C@H](C(N)=O)C2)cc1
#43 CC(O)COc1ccccc1 (stereo not given)
#44 CCOc1cc(C(=O)NCCc2csc3nc(-c4ccc(C)cc4)nn23)cc(OCC)c1OCC
#45 Cc1ccc(Nc2ncnc3c2cnn3-c2ccccc2)c(C)c1
#46 O=C1CS(=O)(=O)C2(C(=O)N(Cc3ccccc3)c3ccccc32)N1c1ccccc1 (stereo not given)
#47 CN1C(=O)C(CC(=O)NC2CCC(O)CC2)(Cc2ccccc2)c2ccccc21 (stereo not given)

compound no.	41	42	43	44	45	46	47
GPT2 inhibitor	-17%	i	i	.	.	.	1%[11.5 µM]
IP6K1 inh	-5	9	-3	-15	-2	18	-11
HEK cytotox	i	-2%	.	.	.	.	3%
Luciferase inh	4%	-11%	.	.	.	.	7%
SNCA expr inhib	-4%	5%	-37%[25.6 µM]	?	163%[activator]	-16%	8%
NIH3T3 tox	-1%	-14%	.	.	.	.	0%
HEK293 viab	7%	-2%	-15%[23.9 µM]	-7%	-11%	8%	1%

Structures above that contain a Cl atom (seven):
#7 Nc1c(-c2nc(-c3ccccc3Cl)no2)nnn1-c1ccccc1C(F)(F)F
#8 CCCSc1ncc(Cl)c(C(=O)Nc2ccc(CC)cc2)n1
#12 CNC(=O)[C@@H]1CN(C(=O)Cc2c(F)cccc2Cl)C[C@H]1COC
#16 COc1cc(OC)c(NC(=O)c2cc(CN3CCOCC3)on2)cc1Cl
#22 Cn1ncc(N2CCCC(CC(=O)Nc3cccc(Cl)c3)C2)cc1=O (stereo not given)
#25 COc1ccc(-n2cc(C(=O)OCc3ccc(Cl)cc3)c3ccccc3c2=O)cc1
#40 CN1CCN(c2nc3c(c(=O)[nH]2)CCN(Cc2ccccc2Cl)CC3)CC1

compound no.	7	8	12	16	22	25	40
GPT2 inhibitor	.	.	-8%	.	i	.	i
IP6K1 inh	14	0	5	2	9	13	1
HEK cytotox	.	.	i	.	?	.	-2%
Luciferase inh	.	.	-1%	.	-16%	.	1%
SNCA expr inhib	93%[activator]	-4%	-22%	3%	6%	2%	13%
NIH3T3 tox	.	.	i	.	?	.	1%
HEK293 viab	17%	-3%	4%	3%	9%	5%	-1%

This is a subset (hit frequency here may not be typical).
